S3 lipid droplet: qHTS Assay for Lipid Storage Modulators in Drosophila S3 Cells; Drosophila S3 cells, BODIPY lipid droplet fluorescence, 18-24 h; cells fed with added oleic acid; Potency in µM for hits, for the others lipid storage change, negative = inhibition, % at the top dose, mostly 46.1 µM; hit rate 0.64% among 320,000; active = well fitted inhibition curve with a large enough effect in the signal ratio, with a control signal flat, not every such curve was filed as active; inconclusive = small, poorly fitted or top-dose-only effect, or effect the other way, or a change in a side signal; the % refers to the signal ratio
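Laser-scanning cytometry quantifies lipid droplet accumulation (500–530 nm total intensity; droplet/cell object ratio) in oleic acid-fed (400 uM added) Drosophila S3 cells treated with a concentration series. 20 uM Triacsin C defined 100% inhibition.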
S3 lipid droplet cell count max: recorded beside S3 lipid droplet, whose call it bears; cell number change, %; measured here: cell count max response;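 cells counted by Cell Tracker Red CMTPX staining in the red channel; peak over a dose series mostly up to 46.1 µM; percent activity relative to internal control wells on each plate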
An asterisk follows results filed as active; i = inactive; ? = inconclusive; · = not tested or not shown; [ ] = remark or other dose. % is set by controls: 0 for no effect and ±100 for the full control effect; potency is the fitted concentration of half-maximal effect.

A first look:
SMILES	S3 lipid droplet	S3 lipid droplet cell count max
CC(NC(=O)/C(C#N)=C/c1ccc(C(=O)O)cc1)c1ccccc1 (centres undefined)	0%	-11
CC1(C)CC(CCC(=O)NC(=S)Nc2ccccc2Cl)C(=O)O1 (centres undefined)	?	·
COc1ccc(OCCCC(=O)Nc2cc([N+](=O)[O-])ccc2C)cc1	15µM*	-3.5*
CC(C)c1nnc(NC(=O)Cc2ccc(Br)cc2)s1	7%	23
O=C1/C(=C/c2cccnc2)SC(=S)N1c1ccc(F)cc1	16%	3
CCNc1nc(NCC)nc(Oc2ccc(C(=O)OC)cc2)n1	7%	7
COc1cccc2c(=O)n(CC(=O)Nc3ccccc3F)ccc12	i	·
CN(N)c1nc(C(F)(F)F)nc2ccccc12	27%[9.22 µM]	-16
COC(=O)c1cc(S(=O)(=O)N2CCCC(C)C2)c[nH]1 (centres undefined)	-1%	-6
Cc1cc(C)n2nc(C(=O)OCC(=O)Nc3ccc4c(c3)OCO4)nc2n1	?	·
COc1ccc(S(=O)(=O)NC(C)C(=O)NC2CC2)cc1C (centres undefined)	?	·
COCCOc1ccc(C(F)(F)F)cc1NC(=O)c1ccccc1	12%	-7
C=CCNC(=O)c1ccc(N(Cc2ccc(Cl)cc2)S(C)(=O)=O)cc1	?	·
COc1ccc(OC)c(NC(=O)c2ccc(CN3CCOCC3)cc2)c1	?	·
Cc1ccc2[nH]c(C(=O)NCCN3CCCC3)cc2c1	?	·
CCOC(=O)/C(C#N)=N/Nc1ccccc1C#N	-9%	-16
COc1ccc(NC(=O)CSc2nnc(-c3ccncc3)n2CC2CCCO2)c(OC)c1 (centres undefined)	?	·
COc1ccc(CCNC(=O)CCC(=O)NC2CCCC(C)C2C)cc1OC (centres undefined)	-15%	3
COC(=O)c1n[nH]nc1-c1ccccc1	?	·
NS(=O)(=O)c1ccc(CCNCc2cc(Cl)ccc2OCc2ccccc2)cc1	?	·
O=c1cnc2ccccc2n1Cc1ccc(Br)cc1	?	·
Cc1ccc(NS(=O)(=O)c2ccc(-c3ccc(=O)[nH]n3)o2)cc1N(C)C	?	·
O=C(NC1CCCc2ccccc21)C1CCN(S(=O)(=O)c2cnc[nH]2)CC1 (centres undefined)	i	·

The whole of this part (from the top)
SMILES	S3 lipid droplet	S3 lipid droplet cell count max
CC(NC(=O)/C(C#N)=C/c1ccc(C(=O)O)cc1)c1ccccc1 (centres undefined)	0%	-11
CC1(C)CC(CCC(=O)NC(=S)Nc2ccccc2Cl)C(=O)O1 (centres undefined)	?	·
COc1ccc(OCCCC(=O)Nc2cc([N+](=O)[O-])ccc2C)cc1	15µM*	-3.5*
CC(C)c1nnc(NC(=O)Cc2ccc(Br)cc2)s1	7%	23
O=C1/C(=C/c2cccnc2)SC(=S)N1c1ccc(F)cc1	16%	3
CCNc1nc(NCC)nc(Oc2ccc(C(=O)OC)cc2)n1	7%	7
COc1cccc2c(=O)n(CC(=O)Nc3ccccc3F)ccc12	i	·
CN(N)c1nc(C(F)(F)F)nc2ccccc12	27%[9.22 µM]	-16
COC(=O)c1cc(S(=O)(=O)N2CCCC(C)C2)c[nH]1 (centres undefined)	-1%	-6
Cc1cc(C)n2nc(C(=O)OCC(=O)Nc3ccc4c(c3)OCO4)nc2n1	?	·
COc1ccc(S(=O)(=O)NC(C)C(=O)NC2CC2)cc1C (centres undefined)	?	·
COCCOc1ccc(C(F)(F)F)cc1NC(=O)c1ccccc1	12%	-7
C=CCNC(=O)c1ccc(N(Cc2ccc(Cl)cc2)S(C)(=O)=O)cc1	?	·
COc1ccc(OC)c(NC(=O)c2ccc(CN3CCOCC3)cc2)c1	?	·
Cc1ccc2[nH]c(C(=O)NCCN3CCCC3)cc2c1	?	·
CCOC(=O)/C(C#N)=N/Nc1ccccc1C#N	-9%	-16
COc1ccc(NC(=O)CSc2nnc(-c3ccncc3)n2CC2CCCO2)c(OC)c1 (centres undefined)	?	·
COc1ccc(CCNC(=O)CCC(=O)NC2CCCC(C)C2C)cc1OC (centres undefined)	-15%	3
COC(=O)c1n[nH]nc1-c1ccccc1	?	·
NS(=O)(=O)c1ccc(CCNCc2cc(Cl)ccc2OCc2ccccc2)cc1	?	·
O=c1cnc2ccccc2n1Cc1ccc(Br)cc1	?	·
Cc1ccc(NS(=O)(=O)c2ccc(-c3ccc(=O)[nH]n3)o2)cc1N(C)C	?	·
O=C(NC1CCCc2ccccc21)C1CCN(S(=O)(=O)c2cnc[nH]2)CC1 (centres undefined)	i	·
COc1cc2c(cc1OC)C1(Nc3c-2c(C)nn3-c2ccccc2)C(=O)Nc2ccccc21 (centres undefined)	-1%	1
O=C(O)CCSCC(=O)Nc1c(C(=O)C2CC2)oc2ccccc12	i	-12

Additional records.
SMILES	S3 lipid droplet	S3 lipid droplet cell count max
Cc1ccc(/C=N/Nc2ccc(F)cc2)s1	?	·
O=C(Cc1cccs1)N1CCN=C1SCc1cccc(F)c1	?	·
CC(=O)O[C@@H]1[C@H](OC(=O)CC(C)C)c2c(ccc3ccc(=O)oc23)OC1(C)C	4%	1
COc1ccc(OC)c(S(=O)(=O)N/N=C(/C)c2ccc3c(c2)OCO3)c1	?	·
COc1cc(C(=O)Nc2ccc(NC(C)=O)cc2)ccc1OCc1ccccc1	?	·
CCOc1ccccc1CN1CCN(Cc2c[nH]c3ccccc23)CC1CCO (centres undefined)	25%	0
CSc1nnc(C)c(=O)n1COC(=O)c1ccc([N+](=O)[O-])cc1	-10%	-18
CCC(C)n1c(C)nc2c(c1=O)c1nc3ccccc3nc1n2CCC1=CCCCC1 (centres undefined)	25%	-6
CCc1nnc(NC(=O)CSc2nc3c(c(=O)n2-c2ccccc2OC)SCC3)s1	-10%	-6
Cc1ccc(C(=O)NCC(=O)O)cc1S(=O)(=O)N1CCCCC1	-3%	0
Cc1cc2cc(CNC(=O)c3ccc(S(=O)(=O)N4CCOCC4)cc3)ccc2[nH]1	4%	-14
CCOC(=O)C1(Cc2ccccc2)CCN(Cc2ccc(C)s2)CC1	?	·
O=C(Nc1cccc(-c2nc3ccccc3s2)c1)c1cc(=O)c2ccccc2o1	17%	10
Cc1nn(C(C)(C)C)c(OC(=O)c2ccc3c(c2)OCO3)c1S(=O)(=O)c1ccccc1	-13%	2
CC1(NC(=O)C2CCCCC2)CCS(=O)(=O)C1 (centres undefined)	?	·
CC(C)CCNC(=O)C(C)N(C(=O)Cn1nnc(-c2ccc(F)cc2)n1)C1CCCC1 (centres undefined)	?	·
Cc1nc(N)sc1C(=O)N/N=C/c1ccco1	6%	4
COCCN(CCOC)S(=O)(=O)c1ccc(NC(=O)c2cnccn2)cc1	i	·
Cc1nn(-c2ccccc2)c(C)c1C(=O)OCC(=O)NC12CC3CC(CC(C3)C1)C2	?	·
C=CCN1C(=O)c2ccc(C(=O)N(CCC)CC(=O)Nc3ccccc3C)cc2C1=O	?	·
O=C(Nc1cccc2ccccc12)c1ccc(OC(=S)N2CCOCC2)cc1	-17%	-14
COc1ccccc1N1CC(C(=O)OCC(=O)Nc2c(C)cccc2C)CC1=O (centres undefined)	?	·
O=C(Nc1ccc(N2CCOCC2)c(Cl)c1)c1ncn[nH]1	9%	6
CCOc1cccc(C(c2c(C)n(C)n(-c3ccccc3)c2=O)c2c(C)n(C)n(-c3ccccc3)c2=O)c1OC	-7%	4
C=CCOC(=O)C(C#N)c1nc2ccccc2nc1N1CCN(c2ccccc2OC)CC1 (centres undefined)	?	·

Additional structures:
SMILES	S3 lipid droplet	S3 lipid droplet cell count max
COc1ccc(C)cc1S(=O)(=O)N(CC(=O)NC1CCCC1)c1ccc(F)cc1	?	·
O=C1CCCCCN1Cc1ccccc1	?	·
COc1c(C)cc(C(=O)C2CCCN(C(=O)Cn3nc(C)nc3C)C2)cc1C (centres undefined)	?	·
CCN(CC)CCN(C(=O)c1ccc(C(=O)c2ccccc2)cc1)c1nc2c(OC)cccc2s1	?	·
CCOc1ccccc1NC(=O)CSc1nnnn1-c1ccc(C(=O)OC)cc1	?	·
O=C1C=C(NCc2ccc3c(c2)OCO3)CC(c2ccccc2)C1 (centres undefined)	12%	10
COc1ccc(CNC(=O)C2CCN(C(=O)c3ccco3)CC2)cc1	-7%	14
Cc1oc(C(C)(C)C)c(CN2CCCC2)c1C(=O)O	?	·
Cc1cccc(N2C(=O)CC(Cn3nc(C)cc3C)C2=O)c1 (centres undefined)	-2%	5
Cc1ccnc(NC(=O)CCC(=O)N(CC(=O)NC(C)(C)C)c2ccc(F)c(Cl)c2)c1	?	·
O=C(O)c1ccc(N/N=C/c2cccc3cccnc23)cc1	-2%	16
CCCCCCNS(=O)(=O)c1nc2nc(C)cc(C)n2n1	5%	·
CCN(C1CCCCC1)S(=O)(=O)CCNC(=O)c1ccccc1	?	·
NCCc1nc(-c2ccccc2)cs1	?	·
Cc1cc(=O)[nH]c(N/N=C/c2ccc(Br)s2)n1	0%	1
COc1ccc(C(=O)Cn2cnc3ccccc3c2=O)cc1OC	?	·
CCn1c(SCC(=O)Nc2ccc(OC)cc2)nnc1-c1ccco1	0%	4
CN(CC(=O)Nc1ccc(F)cc1)C(=O)c1cccc(S(=O)(=O)N2CCN(c3ccccc3)CC2)c1	-24%	21
Cc1cc(C)nc(N/N=C/c2ccccc2OCc2cccc(Br)c2)n1	?	·
CN(C)C(=S)SCC(=O)Nc1ccc(Cl)cc1Cl	2%	15
CC(=O)Nc1ccc(SCC(=O)c2ccc(Br)s2)cc1	i	6
CCOc1ccc(/C=N/OCC(=O)NC(c2ccccc2)c2ccccc2)cc1	?	·
O=C(NC(=S)Nc1cccnc1Cl)c1ccc(Cl)cc1	-39%	-7
Cn1c(COc2ccc(Cl)cc2)nnc1SCc1ncc(-c2ccccc2)o1	?	·
CCCCCN(C(=O)CCC(=O)OC(C)C(=O)c1ccc(Cl)cc1)c1c(N)n(CCCC)c(=O)[nH]c1=O (centres undefined)	i	·

Continued.
SMILES	S3 lipid droplet	S3 lipid droplet cell count max
CN(C)S(=O)(=O)Nc1ccc2c(c1)OCO2	11%	14
CCOc1ccc(NC(=O)CSc2nc(C3CC3)nc3ccccc23)cc1	3%	7
O=C(N[C@@H](Cc1ccccc1)C(=O)O)c1ccc(C(F)(F)F)cc1	-10%	16
CC1CCc2sc(C(=O)Nc3ccc(C(N)=O)cc3)cc2C1 (centres undefined)	3%	-3
Cc1cccc2cc(/C=N/NC(=O)c3ccncc3)c(Cl)nc12	-12%	-5
Cc1cnc(C(=O)OC(C(=O)c2ccccc2)c2ccccc2)cn1 (centres undefined)	?	·
CCc1ccc(CCN2C(=O)c3ccccc3C2=O)nc1	4%	21
O=C(/C=C/c1ccccc1)c1ccccc1O	16%	-4
CCCCC(=O)OCc1nc2ccccc2s1	?	·
CSc1nc(N)n2nc(-c3ccc(Cl)cc3)cc2n1	12%	6
COc1ccc(Cn2ccnc2)cc1Br	?	·
CC(C)C(=O)O/N=C(\N)c1ccc(Oc2ccc(Cl)cc2)c([N+](=O)[O-])c1	7%	10
Cc1ccc(COc2ccccc2-c2cc(C(=O)N/N=C/c3cccnc3)[nH]n2)cc1	-2%	-16
Cc1sc2nc(CN3CCCC3)nc(N3CCN(C(=O)c4ccco4)CC3)c2c1C	?	·
Cc1cc(=O)cc(C)n1-c1ccc2c(c1)nc(C)n2-c1ccccc1	5%	0
CCc1ccc2c(c1)cc(CN(Cc1ccco1)C(C)=O)c1nnnn12	?	·
CCCCNc1nc(N)nc(-c2cc(Cl)ccc2O)n1	?	·
CC12C(=O)N(NC(=O)c3ccncc3)C(=O)C1C1C=CC2C1 (centres undefined)	9%	6
Cc1nc(NCC2CCCO2)c2nnn(Cc3c(F)cccc3Cl)c2n1 (centres undefined)	6%	-6
Cc1cccc2sc(NC(=O)CCNS(=O)(=O)c3cccs3)nc12	?	·
C=CCSc1nc(-c2ccc3c(c2)OCO3)cc(C(F)(F)F)c1C#N	-1%	-16
CCOc1cc(/C=N\NC(=O)c2ccc(C)nc2)cc([N+](=O)[O-])c1O	?	·
Cc1ccc(F)cc1NC(=O)CCNC(=O)c1ccc([N+](=O)[O-])cc1	?	·
CC(C)(C)c1ccc(C(=O)N2CCNC(=O)C2CC(=O)Nc2ccc(F)cc2)cc1 (centres undefined)	?	·
COc1ccc(CCn2c(C)c(C(C)=O)c(C(C)=O)c2C)cc1OC	?	·

Continuation.
SMILES	S3 lipid droplet	S3 lipid droplet cell count max
CC(/C=N/NC(=O)Cc1cccs1)=C\c1ccccc1	?	·
CC1CC(C)CN(CCOCCSc2ccccc2)C1 (centres undefined)	?	·
CCN1CCN(C(=O)C23CCC(C)(C(=O)C2Br)C3(C)C)CC1 (centres undefined)	-4%	-8
Cn1c(=O)c2c(nc(-n3ccnc3)n2Cc2ccccc2)n(C)c1=O	i	·
FC(F)(F)c1cc(-c2cccs2)n[nH]1	1%	-3
Cc1nc2cccc(C(=O)Oc3ccc([N+](=O)[O-])cc3)c2o1	1%	7
CN1C(N)=NC(=O)/C1=C/c1ccc(OC(F)(F)F)cc1	3%	-27
CC1CCc2nn(CC(=O)N3CCN(C(=O)c4ccco4)CC3)cc2C1 (centres undefined)	0%	3
O=C(c1c(O)c2ccccc2oc1=O)C1CCC1	?	·
COc1cccc(C(=O)NN=C2CCCC2)c1	i	5
Cc1cnc(NS(=O)(=O)c2ccccc2)c(C)n1	0%	21
O=C(CSc1nnnn1-c1ccccc1)CC(=O)Nc1ccc(Cl)cc1	?	·
CNC(=O)c1ccsc1NC(=O)c1coc2ccccc2c1=O	?	·
Cc1ccc(SCCC(=O)N(C)CC(=O)Nc2c(C)cccc2C)cc1	i	1
Cc1ccc(/C=C2/C(=O)ON=C2c2ccccc2)o1	-5%	-8
CC(=O)c1cccc(NC(=O)COc2nsnc2N2CCOCC2)c1	10%	7

Not all compounds are listed; the hit share may differ from the screen's.
